# Assay outcomes (PubChem)
# 12-LOX inh = ALOX12 (human) lipoxygenase inhibition | purified 12hLO, xylenol orange hydroperoxide absorbance | Potency, µM (top dose mostly 108 µM), for the others: at the top dose activity change, negative = inhibition, usual class: inhibitors | actives 1.1% (n = 580,000) | P18054; active means well fitted inhibition curve with a large enough effect; inconclusive means small, poorly fitted or top-dose-only effect, or another doubt; inactive means no such curve, though single readings can be large or run the other way
#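 Purified human 12hLO (150 nM final) in 25 mM Hepes, 0.01% Triton X-100, pH 7.0 was preincubated 15 min at room temperature with compound. Then 40 uM arachidonic acid was added, 30 min. Hydroperoxide was read by Fe-XO absorbance ratio 573/405 nm.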
# * = called active by the depositor; ? = inconclusive; [ ] = another dose, or the depositor's remark. On the % scale 0 is the no-effect control and ±100 the full control effect; potency means the concentration at half of the fitted maximal effect. The list is partial. The share of hits here may be higher or lower than overall.
12-LOX inh | compound
-15% | CC(C)Cn1nc(C(=O)Nc2nnc(Cc3ccccc3)s2)c2ccccc2c1=O
0% | CCC1SC(C)C/C(=N\O)C1C (stereo not drawn)
? | COc1cc2c(cc1OC)C(C)N(C(=O)c1cc(Cl)cc(Cl)c1)CC2 (stereo not drawn)
26%[176 µM] | COCCCNC(=O)c1c[nH]c2ncccc12
? | CN(c1ccccc1)c1nc2c(c(=O)n(C)c(=O)n2C)n1CC(=O)O
-1% | COc1ccc(-c2cc3ccc(OC(C)=O)cc3oc2=O)cc1
26% | COc1ccc(-n2nc(C3CCCN([S+](=O)([O-])c4cccc(C(F)(F)F)c4)C3)[nH]c2=O)cc1 (stereo not drawn)
11% | CCCCN1CCc2[nH]cnc2C1c1cc(C)ccc1F (stereo not drawn)
-32% | O=c1oc2cc(O)ccc2cc1-c1nnc(Nc2ccccc2Cl)s1
11% | Cc1n[nH]c(C)c1C(N)C(=O)N1CCCCCCC1 (stereo not drawn)
20% | COc1cccc(CNC(=O)c2cc3n(n2)CC(c2ccc(Cl)cc2)OC3)c1 (stereo not drawn)
? | O=c1c2c(n(Cc3ccccc3)n1-c1ccccc1)CN(Cc1ccc3c(c1)CCO3)CC2
? | Cc1ccc(-c2c(C)n([O-])c(C)c(-c3ccc(F)cc3)[n+]2=O)cc1
4% | COc1cccc(CC(=O)N2CCN(C(=O)c3nnn4c3COC(c3ccc(C)cc3)C4)CC2)c1 (stereo not drawn)
1%[176 µM] | Cn1cnc2cc(-c3ccc(F)cc3)cc(C(=O)NCc3cccnc3)c21
-25% | CCOc1c(Br)cc(C(=O)OC(C)C(=O)c2ccc(F)c(F)c2)cc1OC (stereo not drawn)
41%[activator] | CCOCCCNC(=O)N1Cc2ccccc2OC2(CCN(C)CC2)C1
32%[activator] | O=C(NCc1ccc(F)cc1)c1nc(-c2ccc(F)cc2)c2ccccn12
53%[activator] | CCC1=C(C(=O)OC)C(c2ccccc2)N2C(CC(=O)NCCc3cccs3)=CSC2=N1 (stereo not drawn)
22% | O=C(NCc1ccc(Cn2cncn2)cc1)c1ccccc1F
5% | CCN(C(=O)CN(C)S(=O)(=O)c1cc2c(cc1C)NC(=O)C(C)O2)c1cccc(C)c1 (stereo not drawn)
30% | CC(C)Oc1ccc2c(NC(=O)CCn3cncn3)nn(Cc3ccccc3)c2c1
-20% | CN(CCCNC(=O)c1ccncc1)CC(F)(F)F
19%[176 µM] | CN1CCN(Cc2nc(C3(O)CCNCC3)cs2)CC1
-13% | Cc1cc(C(=O)OCC(=O)c2cc(C)n(CC(N)=O)c2C)c2ccccc2n1
2% | CCCCCCCCCCC(=O)Nc1cccc(C)c1C
3% | COCCN1C(=O)Cc2ccccc2C1C(=O)NCc1ccc(N2CCCCC2)cc1 (stereo not drawn)
-29% | O=C1C=C(OCCF)CC(c2cccc([N+](=O)[O-])c2)O1 (stereo not drawn)
21% | COc1ccc(C(=O)N2CCC3(CC2)N(C)C(=O)CS3(=O)=O)c(C)c1
? | O=C(NCc1ccccc1)C(c1ccccc1)n1c(=O)c(-c2ccco2)nc2ccccc21 (stereo not drawn)

# Arranged by the number under 12-LOX inh (highest first): five of the compounds above
Structure	12-LOX inh
CC(C)Oc1ccc2c(NC(=O)CCn3cncn3)nn(Cc3ccccc3)c2c1	30%
Cc1n[nH]c(C)c1C(N)C(=O)N1CCCCCCC1 (stereo not drawn)	11%
COc1cccc(CC(=O)N2CCN(C(=O)c3nnn4c3COC(c3ccc(C)cc3)C4)CC2)c1 (stereo not drawn)	4%
COc1ccc(-c2cc3ccc(OC(C)=O)cc3oc2=O)cc1	-1%
O=c1oc2cc(O)ccc2cc1-c1nnc(Nc2ccccc2Cl)s1	-32%

# (continued)
12-LOX inh | compound
-28% | CCn1nc(C(=O)Nc2ccc(OC)c(OCCOC)c2)c2ccccc2c1=O
12% | Cc1cc(C)n(CC(=O)N2C[C@@H](CO)[C@H](c3ccccn3)C2)n1
? | CCn1c(CC2C(=O)N(Cc3ccccc3)c3ccc(C)cc32)nc2ccccc2c1=O (stereo not drawn)
-24% | O=C(NC(c1ccccc1)c1ccccc1)C(=O)c1c[nH]c2ccccc12
29% | COc1cc(=O)n2c(c1C(=O)NCc1cc(F)cc(F)c1)CCCC2
? | CNC(=O)c1cccc(-c2cnc(Nc3cccnc3OC)c3c2CCO3)c1
-20% | CC(=O)N1CCCN(C(=O)c2cnc3c(c2)N(C(=O)Cc2ccc(C(C)C)cc2)CCC3)CC1
? | Oc1c(Cl)cc(Cl)cc1C=Nc1cccc2ccccc12
5% | NC(=O)c1ccc(N2CCN(Cc3cnc(-c4ccco4)nc3)CC2)nc1
? | COCc1nc(C2CC(N)C2)cc(N2CCN(S(=O)(=O)N(C)C)CC2)n1 (stereo not drawn)

# Shown field by field: part of the list above
Cc1cc(C)n(CC(=O)N2C[C@@H](CO)[C@H](c3ccccn3)C2)n1
  12-LOX inh: 12%

O=C(NC(c1ccccc1)c1ccccc1)C(=O)c1c[nH]c2ccccc12
  12-LOX inh: -24%

# More structures:
12-LOX inh | compound
? | CC(C)=CC1C(C(=O)Nc2c(C)cccc2C(C)C)C1(C)C (stereo not drawn)
19% | O=C1CCN(C(=O)CCCc2ccccc2)CCCC(c2nc(-c3cccnc3)no2)CCN1 (stereo not drawn)
? | CC(=O)c1cc(C(C)(C)C)c(O)c(C(C)(C)C)c1
? | CSc1ccccc1C(=O)Nc1ccc(C)c(F)c1
-14% | CC(C)(C)OC(=O)COC(=O)c1cccnc1Nc1ccccc1F
? | Cc1cc(C(=O)NCc2ccc(F)cc2)c2c(C3CCNCC3)noc2n1
42%[activator] | Cc1ccc2c(c1)cc(CN(C)Cc1nc(C)cs1)c(=O)n2C
? | O=C(Nc1cccc(Cl)c1)C1CC(c2ccccc2)=NO1 (stereo not drawn)
2% | COc1cc(OC)c(NC(C)c2nnc(-c3cccs3)o2)cc1Cl (stereo not drawn)
48%[activator] | CCCNC(=S)NNC(C)=O
7% | CNC(=O)N1CCC(C2CCN(C(=O)c3ccc(OC)nc3)C2)CC1 (stereo not drawn)
17% | O=C(CN1CCCc2nc(-c3ccncc3)ncc2C1=O)NCC1CC1
43%[activator] | CC(C)N1CCC(CC(=O)N2CCCC(c3ccc(C(=O)O)cc3)C2)CC1 (stereo not drawn)
? | CCC(=O)N1CCC(CC)(N2CCN(S(=O)(=O)c3ccccc3C(F)(F)F)CC2)C1 (stereo not drawn)
-16% | CCNC(=O)NC(=O)C(C)OC(=O)Cc1c[nH]c2ccccc12 (stereo not drawn)
? | N#Cc1ccc(CSc2nnc3c(Cl)cc(C(F)(F)F)cn23)cc1
51%[activator] | Cc1noc([C@H]2CCN(C(=O)NCc3ccccc3)C[C@H]2NC(=O)C2CCOCC2)n1
-7%[176 µM] | OC[C@H]1C[C@@H](NCc2cccc(Cl)c2)[C@H](O)[C@@H]1O
32% | Cc1noc(-c2ccc3c(c2)OCO3)c1C(=O)NCCCOC(C)C
? | CCc1ccccc1OCc1nnc(SCc2cc(=O)c3ccccc3[nH]2)n1C
-7% | CSCCC(C(=O)NC(C)(C)C)n1c(-c2ccccc2)nc2ccccc21 (stereo not drawn)
153%[activator] | COc1ccc(C(=O)N2CC[C@H]3C(=O)NCCCCCCN(Cc4ccncc4)[C@@H]3C2)cc1
-12% | CCCCNC(=O)C1C(c2ccc(OC)cc2)=Nc2ccccc2N1C(=O)c1cccnc1 (stereo not drawn)
-8% | CCOc1ccc(NC(=O)c2nc(-c3ccccc3)n(-c3ccc(F)cc3)n2)cc1
-9% | C/C(=N/NC(=O)c1ccccc1)c1ccc(Cl)s1
33% | Cc1ccn(CCC(=O)N[C@@H]2COCC[C@@H]2Oc2cccc(F)c2)n1
-11% | COc1ccc(CNC(=O)[C@H](C)NC(=O)c2cc3c(OC)ccc(OC)c3[nH]2)cc1
15% | CN(C)c1nc2c(c(=O)[nH]1)CCN(Cc1ccc(F)cc1F)CC2
8% | Cc1ccc(OCC(=O)Nc2nonc2C)cc1C
-5%[176 µM] | CN(C)c1cccc(-c2cnc(NC(=O)C3CCOCC3)c3c2CCO3)c1
29%[57.4 µM] | Cc1ccccc1-n1c(Cn2nc(-c3cccc(O)c3)c3c(N)ncnc32)nc2cccc(C)c2c1=O
44%[activator] | Cc1cnc(C(=O)NCC(=O)N2CCCCCCNC(=O)CC2c2ccccc2)cn1 (stereo not drawn)
-1% | COc1ccc(Nc2nc3ccccc3nc2NS(=O)(=O)c2ccc3c(c2)OCCO3)cc1Cl
-1% | Cc1ccc(C(=O)NCc2nc(C)cs2)cn1
1%[176 µM] | O=C(O)C[C@@H]1CCN(C(=O)c2ccc(C(F)(F)F)cc2)C[C@@H]1CCN1CCCCC1
? | COC1CCCN(c2ncccc2-c2cc(-c3ccccc3)nc3c(C)noc23)C1 (stereo not drawn)
-15% | c1ccc2c(CSC3=NCCCN3)cccc2c1
15% | COc1ccc(-c2ccc3nnc(CNC(=O)CCc4cccc(OC)c4)n3n2)cc1
66%[activator] | CC(=O)Nc1ccc(NS(=O)(=O)c2ccccc2C#N)cc1Cl
154%[activator] | COC(=O)[C@@H]1Cc2c([nH]c3ccccc23)[C@H]2C[C@@H](NCCCn3ccnc3)C[C@@H](c3cccc(Cl)c3)N21
? | Cc1ccc(Cn2c(SCC(=O)NC(C)(C)C)nc3c(sc4ncccc43)c2=O)cc1
-16%[176 µM] | COCCC(=O)N1CCc2c(n(CCOc3ccccc3)n(-c3ccccc3)c2=O)C1
-26% | CC(Sc1nc2cc(S(=O)(=O)N3CCCCC3)ccc2o1)C(=O)Nc1ccc(F)cc1Cl (stereo not drawn)
? | CC(C)Nc1oc(-c2ccco2)nc1S(=O)(=O)c1ccc2c(c1)OCCO2
-9% | O=C(C#Cc1ccccc1)N[C@H]1CC[C@@]23CCCN2C(=O)CCC[C@H]3[C@H]1Cc1ccccc1
21%[176 µM] | Fc1ccc(CNc2cc3c(cn2)CN(Cc2ccncc2)CCN3)cc1
11% | Cc1cnc(-c2cccnc2)n1CC1CCN(C(=O)c2ccco2)CC1
20% | Cc1ccc(S(=O)(=O)Nc2ccc(Cl)c3cccnc23)cc1C(=O)O
-4%[176 µM] | CCCCc1cc(C[C@@H]2C[C@H](NC(=O)N3CCOCC3)C2(C)C)no1
1% | COc1ccc(C(=O)NC2CCN(c3nc4ncccc4o3)CC2)cc1

# The last 7 compounds of the part above open the next one.
12-LOX inh | compound
? | CC(C)Nc1oc(-c2ccco2)nc1S(=O)(=O)c1ccc2c(c1)OCCO2
-9% | O=C(C#Cc1ccccc1)N[C@H]1CC[C@@]23CCCN2C(=O)CCC[C@H]3[C@H]1Cc1ccccc1
21%[176 µM] | Fc1ccc(CNc2cc3c(cn2)CN(Cc2ccncc2)CCN3)cc1
11% | Cc1cnc(-c2cccnc2)n1CC1CCN(C(=O)c2ccco2)CC1
20% | Cc1ccc(S(=O)(=O)Nc2ccc(Cl)c3cccnc23)cc1C(=O)O
-4%[176 µM] | CCCCc1cc(C[C@@H]2C[C@H](NC(=O)N3CCOCC3)C2(C)C)no1
1% | COc1ccc(C(=O)NC2CCN(c3nc4ncccc4o3)CC2)cc1
? | COc1ccc(-c2nccn3cc(C(=O)O)nc23)cc1
-1% | Cc1ccc(C(=O)N2CCC(N3C(=O)C4(CCCC4)C3c3ccccc3)CC2)s1 (stereo not drawn)
1%[6.33 µM] | Cc1ccc(CN2CCC3(CC2)Cc2ccccc2CNC3=O)cc1C
11% | N#Cc1nc(/C=C/c2ccc(F)cc2)oc1NCc1ccccc1
13%[176 µM] | COCCN1C(=O)[C@@H]2C[C@@H](CN2S(C)(=O)=O)Oc2ccccc21
-6% | COc1cccc([S+](=O)([O-])N2CCC3(CC2)CC(=O)Nc2ccccc2O3)c1
1% | Cc1ccc(C(C)(C)C)cc1SCC(O)COCc1ccc(Cl)cc1 (stereo not drawn)
48%[activator] | O=C(CN1CC2CC(C1)[C@H]1CCCC(=O)N1C2)NCc1ccccc1F (stereo partly drawn)
30% | COc1ccc(OC)c(NC(=O)c2cc3c(OC)cccc3[nH]2)c1
9% | CN1CCC(O)(Cc2nc3c([nH]2)CC(C)(C)CNC3=O)CC1
-12% | CCOCCCNc1oc(-c2ccc(S(=O)(=O)N3CCCCC3)cc2)nc1C#N
1% | CCc1noc(-c2ccn3c(CNC(=O)CCCc4ccccc4)nnc3c2)n1
-6% | O=S(=O)(N[C@@H]1CC[C@H](CCNS(=O)(=O)c2ccccc2Cl)O[C@@H]1CO)c1ccccc1
29% | CCC(=O)NCCC1CCN(C(=O)Nc2ccc(C)cc2)CC1
29% | COc1ccc(C(=O)N2CCCC(CO)CCNC(=O)CC2)cc1 (stereo not drawn)
1% | COCCOC1CCN(C(=O)Cc2ccccc2)CC1
6% | CCn1c(C2CCCN(C(=O)c3ccco3)C2)nn(C)c1=O (stereo not drawn)
17% | CCCS(=O)(=O)N1CCCC(c2[nH]ccc2C(N)=O)C1 (stereo not drawn)
-10% | C=CCn1c(C)cc(C(=O)COC(=O)Cn2cnc3c2c(=O)n(C)c(=O)n3C)c1C
? | COc1ccc(NC(=O)Cn2c(N3CCc4ccccc4C3)nc(C)cc2=O)cc1OC
-12% | CC1(C)NC(=O)N(Cc2coc(-c3cccc(Cl)c3)n2)C1=O
30% | CC(C)(C)c1nc(CN2CCN(C(=O)N3CCCCC3)CC2)no1
-25% | O=C(CSc1nnc(-c2ccc(Cl)cc2)n1Cc1ccco1)N1CCOC1=O
15% | O=C1NCCOCCN(C(=O)c2ccccn2)[C@H]2CCC[C@@H]12
9% | CN(C)C(=O)N1CCCC(CCc2c(F)cccc2F)C1 (stereo not drawn)
33% | O=C(NCCc1noc(C(F)(F)F)n1)[C@H]1CCC[C@H](O)C1
20%[176 µM] | O=C(Cc1c[nH]c2ncc(-c3ccccc3)cc12)NCc1cnccn1
? | CCN(Cc1ccc(Br)s1)C(=O)Cn1nnc(-c2cccc(Cl)c2)n1
